Screening results: PubChem, several laboratories
Myeloid diff MLP: induction of myeloid progenitor differentiation, primary screen, cell-based, flow cytometry, MLPCN library | ER-HoxA9 myeloid progenitors, lysozyme-GFP differentiation | calls only at 10 µM | actives 1% (n = 360,000) | AID 624256, 2012;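 active means normalized GFP-positive differentiation at or above the plate's own cutoff, the solvent-only control mean plus 3 SD; inconclusive means no clear call, values can overlap the other calls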;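 further: cells exposed to compound for four days before flow analysis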
MT stabilize HCS: microtubule stabilizers in HeLa cells, primary screen, imaging, high-content imaging; HeLa tubulin immunostaining HCS, 24 h; share of cells brighter than vehicle mean+2SD; % tubulin-high responders, % at 10 µM; actives 0.83% (n = 200,000); AID 2205, 2009;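 active means plate Z-score above 3 for both tubulin-high and condensed-nucleus cell shares, with cell loss under 80%, at 10 µM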;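 further: anti alpha tubulin signal scored within the nucleus-defined area of each cell; some results filed as inactive read as strong as hits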
Insulin prom up: insulin promoter activators in MIN6 cells, imaging, high-content screening, mouse beta cells; MIN6 insulin promoter-GFP reporter; hits give high values; z-score at 5 µM; actives 0.3% (n = 190,000); AID 1625, 2009;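 active means z-score above 3 at 5 µM with at least 500 cells counted in the well; inconclusive means wells under 500 cells, flagged as cytotoxic or low count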
WT yeast gro inh: growth inhibition of WT strain, primary screen, mitochondrial fusion inhibitor project, WT and mutant strains, chemical genetic; actives 2.1% (n = 190,000); mitochondrial fusion phenotypic screen; inhibition, % at 10 µM; in the data active means inhibition above about 58%; tested in S. cerevisiae
Autophagy HCS: autophagy modulators in MEF cells, primary screen, imaging, high-content, MEF GFP-LC3; actives 0.98% (n = 190,000); calls only at 10 µM (by protocol); MEF GFP-LC3 puncta imaging; test concentration mostly 10 µM; AID 463193, 2010;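 active means percentage of spot-positive cells more than 3 SD above its plate mean, without a fluorescence outlier flag or 80% toxicity; inconclusive means no clear call, values can overlap the other calls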;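 further: spot-positive cell cutoff set from DMSO-treated cells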
West Nile antiviral: West Nile virus antiviral activity, cell-based, CPE readout (AID 1621); West Nile virus-infected cells, CPE inhibition; higher % means a stronger effect; one-dose CPE inhibition, % at 10 µM; IC50 in µM for titrated hits; actives 0.02% (n = 290,000); in the data active means a potency from the dose series; inconclusive means CPE inhibition mostly from about 3.7% at the one dose, without a potency; inactive means the rest, 99 in 100 with CPE inhibition below about 2.2%; further: strong numbers were not always called active
Hep lipid drop: inhibitors of hepatocyte lipid droplet formation, primary screen, imaging, high-throughput imaging, BODIPY stain; actives 0.4% (n = 240,000); AID 1656, 2009; inhibition, % at 6.5 µM; AML12 mouse hepatocytes, oleate lipid droplets;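 active means lipid droplet intensity inhibited by at least 50%, with more than 500 cells counted; inconclusive means wells with under 300 cells, treated as cytotoxic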
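Material: mouse AML12 hepatocyte cell line, fixed after treatment; Timing: compound with oleate, overnight; Technique: high-content imaging of BODIPY-stained droplets and DAPI nuclei; Probe or stimulus: oleate, 100 µM final; Dosing: compound at 6.5 µM only.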
bCat nuc transl: modulators of beta-catenin nuclear translocation, primary screen, imaging, HeLa cells, immunofluorescence, high-content; actives 0.3% (n = 190,000); nuclear translocation activity, % at 5 µM;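 active means nuclear translocation activity above 50% at 5 µM, with a well cell count of 50 or more; inconclusive means wells under 50 cells across six images, flagged as toxic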;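 further: per-cell ratio of nuclear to cytoplasmic median beta-catenin stain intensity; plate controls were DMSO negative control for no effect and GSK-3 inhibitor IX positive control for full effect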
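Technique: fluorescence imaging of beta-catenin antibody stain plus DAPI / Material: human HeLa cell line / Incubation: compound treatment 24 h, 37°C, 5% CO2 / Read-out basis: % activation of per-cell nuclear versus cytoplasmic median beta-catenin signal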
T cell modulator: modulators of CD8 T cell-vesicle binding, primary screen, mouse 2C CD8+ T cells, flow cytometry; 2C CD8+ T cell-vesicle binding; hits give low values; calls only at 7 µM; actives 0.068% (n = 330,000); AID 2052, 2009;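 active means response, share of CD8 T cells binding vesicles, and their 90th percentile fluorescence all below set limits, cut at about 80% in these data, passing the limit was not always enough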
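System: murine 2C transgenic CD8+ T lymphocytes; also added: QL9-loaded Drosophila micro-vesicles; times: binding 1.5 h at 37 °C; measured by: flow cytometry, PE anti-B7-1 (FL2) versus Alexa647 anti-CD8 (FL8), PFA-fixed; control set: Peptide-free naked vesicles (low) and QL9 vesicles with 0.7% DMSO vehicle (high)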
WT yeast gro inh mutant strain: recorded beside WT yeast gro inh, whose call it bears; inhibition, %; mitochondrial fusion phenotypic screen, mutant strain inhibition
Insulin prom up cell count: second read-out of Insulin prom up, no call of its own (marks repeat the call); cell count; measured here: cytotoxicity, nuclei count;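 total cells summed across four imaged fields per well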
Hep lipid drop cells 6.5 µM: second read-out of Hep lipid drop, no call of its own (marks repeat the call); cell count; measured here: cell count, cytotoxicity flag;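 cells counted across two imaged fields per well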
bCat nuc transl cell count 5 µM: also measured in bCat nuc transl; calls as there; cell count; measured here: cell count, cytotoxicity flag
T cell modulator vesicle-bound %: second read-out of T cell modulator, no call of its own (marks repeat the call); double positive events, %; measured here: CD8+ vesicle-bound cell fraction;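 binding gate set so that unloaded-vesicle control wells show 10% double positive cells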
MT stabilize HCS Hoechst-high %: further read-out of MT stabilize HCS, marked with its call; % Hoechst-high responders; measured here: nuclear condensation Hoechst responders;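 share of cells brighter than vehicle mean plus two SD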
MT stabilize HCS cytotoxicity %: second read-out of MT stabilize HCS, no call of its own (marks repeat the call); toxicity, %; measured here: cytotoxicity by cell density;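 0% = mean cell density of plate MIN control wells and 100% = no cells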
Autophagy HCS cell loss 18 h: also measured in Autophagy HCS; calls as there; toxicity, %; measured here: cell loss, nuclei count;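 cell loss after 18 h compound exposure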
Myeloid diff MLP GFP+ MAC1+ %: second read-out of Myeloid diff MLP, no call of its own (marks repeat the call); GFP+ MAC1+ double positive, %; measured here: differentiation confirmed by MAC1 staining
Active calls of the source: *; i = inactive; ? = inconclusive; · = no result given.

SMILES	Myeloid diff MLP	Myeloid diff MLP GFP+ MAC1+ %	MT stabilize HCS	MT stabilize HCS Hoechst-high %	MT stabilize HCS cytotoxicity %	Insulin prom up	Insulin prom up cell count	WT yeast gro inh	WT yeast gro inh mutant strain	Autophagy HCS	Autophagy HCS cell loss 18 h	West Nile antiviral	Hep lipid drop	Hep lipid drop cells 6.5 µM	bCat nuc transl	bCat nuc transl cell count 5 µM	T cell modulator	T cell modulator vesicle-bound %
Cc1ccccc1NC(=O)CSc1nn2c(=O)c(C)nnc2s1	i	0.6	3.5	1.5	11.4	0.46	1527	-0.8	-3.4	i	-7.2	0.5%	-9.7	663	-5.8	1071	i	39.8
O=C(COC(=O)C1CC(O)CN1C(=O)Oc1ccccc1)c1ccc(Br)cc1 (stereo not drawn)	i	0.2	2.8	3.4	8.5	?	·	1.3	0.5	i	-7.2	-0.5%	-0.4	620	-0.3	545	i	41.1
OCCN1CCN(CCOc2cccc(Cl)c2)CC1	i	0.4	1.5	1.9	8.8	-0.11	1506	42.1	4.2	i	-31.1	-0.1%	·	·	1.0	1395	i	31.3
Cc1ccc(Cl)cc1NC(=O)c1cc(NC(=O)CCCC(=O)O)ccc1N1CCCCC1	i	1.4	·	·	·	·	·	·	·	·	·	0.0%	-1.5	694	·	·	i	60.1
CCOC(=O)C(C(=O)NCc1ccc(F)cc1)c1ncc(C(F)(F)F)cc1Cl (stereo not drawn)	?	·	2.3	1.8	4.8	2.8	1239	-7.0	4.4	i	26.8	-0.4%	·	·	·	·	i	53.9
CCCc1cc(C(=O)NC(C)C2CCCO2)cs1 (stereo not drawn)	i	0.0	·	·	·	·	·	·	·	·	·	-0.3%	3.4	867	·	·	i	23.2
O=C(O)c1cc(NCc2ccccc2)ccc1N1CCOCC1	i	1.5	3.5	3.0	6.2	0.2	797	·	·	i	-35.1	-0.1%	17.8	812	-3.4	1026	i	10.9
O=C(c1cc(Cl)cc(Cl)c1)N1CCN(c2cc(C(F)(F)F)nc3ccccc23)CC1	i	0.7	·	·	·	-0.82	1073	·	·	·	·	0.6%	-92.6	757	1.2	1305	i	27.3
O=C(CCNS(=O)(=O)c1cccs1)N1CCN(c2cccc(Cl)c2)CC1	i	0.6	·	·	·	·	·	·	·	·	·	-1.0%	-10.3	826	·	·	i	43.2
Cc1ccc(S(=O)(=O)NCC(=O)OCC(=O)NC(=O)c2cccn2C)cc1	i	0.6	2.7	1.2	6.9	·	·	1.1	-6.8	i	-1.5	-0.5%	-1.0	819	-2.4	1193	i	19.0
COc1ccc(C(=O)N(C)Cc2ccc(C)o2)cc1OC1CCN(C(C)=O)CC1	i	1.0	·	·	·	·	·	·	·	·	·	-0.6%	-6.3	825	·	·	i	9.9
CC(=O)OCC#CCSc1nc2ccccc2n1C	i	0.4	2.6	2.4	4.3	0.46	1244	1.1	-9.3	i	7.7	-0.6%	·	·	·	·	i	53.5
Cc1[nH]c2ccccc2c1C(=O)CSC(=S)N1CCCCC1	i	0.4	2.8	2.6	7.1	0.1	1232	18.9	9.5	i	0.5	-0.2%	8.0	556	-0.8	897	i	25.6
COC(=O)COc1ccc(C2Nc3c(Cl)ccc(C(=O)O)c3C3C=CCC32)cc1 (stereo not drawn)	i	0.0	4.1	1.9	23.9	0.2	1557	17.8	-8.2	i	9.2	0.8%	11.2	684	-7.4	1054	i	34.9
COc1ccccc1N(CC(=O)N1CCN(c2ccccc2)CC1)S(=O)(=O)c1ccc(C)cc1	i	0.7	·	·	·	·	·	·	·	·	·	-0.6%	-3.7	840	·	·	i	54.8
CCOC(=O)C(NCCc1ccc(F)cc1)(NC(=O)CC)C(F)(F)F (stereo not drawn)	i	0.6	3.2	1.8	5.1	-0.78	1218	-12.3	-11.8	i	2.7	-0.4%	-19.4	645	-2.9	548	i	6.6
COc1cc2c(cc1OC)C(c1ccccc1F)NCC2 (stereo not drawn)	i	0.1	·	·	·	·	·	·	·	·	·	-0.7%	5.6	770	·	·	i	59.7
COc1ccc(OC)c(/C=N/NC(=O)CCc2ccc(O)c(O)c2)c1	i	0.4	2.4	2.3	1.1	0.65	1191	15.6	0.8	i	-8.2	-0.6%	-2.2	610	2.3	498	i	55.2
C#CC(C)OC(=O)C(C)NC(=O)c1ccccc1 (stereo not drawn)	i	2.1	·	·	·	-0.06	1025	·	·	·	·	0.2%	7.4	698	-0.9	1332	i	43.6
Cc1ccc(S(=O)(=O)N2CCCC2)cc1C(=O)N1CCN(Cc2ccccc2)CC1	i	4.3	·	·	·	·	·	·	·	·	·	-0.7%	-2.7	823	·	·	i	25.5
O=C(NCC(F)(F)F)Nc1nnc(C(F)(F)F)s1	i	0.4	4.5	3.3	2.5	2.1	1023	11.7	11.1	i	7.8	-0.2%	·	·	-1.7	1105	i	34.7
COC(=O)c1ccc(CNC(=O)c2cc(COc3cncc(Cl)c3)on2)cc1	i	0.4	·	·	·	·	·	·	·	·	·	-0.4%	-2.0	724	·	·	i	14.2
COc1cc(OC)c(OC)cc1CN1CCN(S(=O)(=O)c2ccc(NC(C)=O)cc2)CC1	i	0.2	2.3	1.6	3.8	·	·	-8.0	4.2	i	0.3	0.6%	22.3	689	-1.7	1090	i	34.1
CC(C)C(=O)Nc1ccc2c(c1)Cc1cc(NC(=O)C(C)C)ccc1-2	i	0.3	·	·	·	·	·	·	·	·	·	-0.8%	5.2	817	·	·	i	26.1
O=C(Nc1ccc(N2CCOCC2)cc1)C1CC(O)CN1S(=O)(=O)c1ccc(Cl)cc1 (stereo not drawn)	i	0.3	2.8	1.8	8.6	-0.35	1190	13.3	10.3	i	10.8	-0.2%	18.3	763	-0.4	1071	i	20.4
Additional records.
SMILES	Myeloid diff MLP	Myeloid diff MLP GFP+ MAC1+ %	MT stabilize HCS	MT stabilize HCS Hoechst-high %	MT stabilize HCS cytotoxicity %	Insulin prom up	Insulin prom up cell count	WT yeast gro inh	WT yeast gro inh mutant strain	Autophagy HCS	Autophagy HCS cell loss 18 h	West Nile antiviral	Hep lipid drop	Hep lipid drop cells 6.5 µM	bCat nuc transl	bCat nuc transl cell count 5 µM	T cell modulator	T cell modulator vesicle-bound %
Cn1ncc(Br)c1C(=O)NC1C2CC3CC(C2)CC1C3 (stereo not drawn)	i	0.8	3.1	1.6	8.9	-0.53	1176	-2.4	-10.1	i	-10.5	-0.6%	-18.1	696	·	·	i	50.0
Cc1cc(NC(=O)COc2ccccc2C)no1	i	0.4	3.5	1.3	4.6	0.24	1608	-1.4	-3.5	i	17.2	0.1%	7.0	808	-1.6	1050	i	59.3
CC1CN(CC(=O)NC(C)c2ccccc2)CC(C)O1 (stereo not drawn)	i	0.6	·	·	·	·	·	·	·	·	·	0.4%	0.2	774	·	·	i	59.0
C[C@H](NC(=O)c1ccccc1)C(=O)N1CCN(c2ccccc2)CC1	i	0.6	·	·	·	·	·	·	·	·	·	-0.5%	-2.7	806	·	·	i	24.3
CCNC(=O)c1ccccc1-c1nc(-c2ccccc2OC)no1	i	0.5	·	·	·	0.08	1071	·	·	·	·	0.0%	-2.3	690	0.4	1277	i	3.2
Oc1c(C(c2cccs2)N2CCOCC2)sc2ncnn12 (stereo not drawn)	i	2.7	1.8	3.7	6.9	-0.87	1023	4.8	1.8	i	1.5	0.0%	·	·	·	·	i	13.9
CC1=C(C(=O)OC2CCCCC2)C(c2cccs2)n2c(nc3ccccc32)N1 (stereo not drawn)	i	0.7	1.8	2.4	7.4	0.33	1107	21.6	-6.1	i	-12.0	-0.4%	0.9	750	0.6	509	i	10.8
CC1CCC2C(=O)N(c3cccc(C(=O)Nc4ccc(F)cc4)c3)C(=O)C2C1 (stereo not drawn)	i	0.9	·	·	·	·	·	·	·	·	·	0.1%	0.7	831	·	·	i	51.9
CC12CN3CC(C)(CN(C1)C3c1ccc(Br)cc1)C2 (stereo not drawn)	i	0.9	2.4	1.8	23.8	0.15	1962	39.4	-6.7	i	-2.5	0.0%	3.9	615	0.8	1030	i	42.8
Cc1cc(Br)ccc1OCc1nc(-c2cccnc2)no1	i	0.6	4.8	14.4	96.4	·	·	57.0	-0.8	i	5.2	-0.7%	-2.3	624	0.5	1058	i	33.5
CN(C)C(=O)c1ccc(Nc2nnc(-c3ccc(O)cc3)c3ccccc23)cc1	i	0.3	·	·	·	·	·	·	·	·	·	0.3%	-4.7	825	·	·	i	40.9
Cc1ccc(OCC(O)CN2C(=O)NC(C)(C)C2=O)c(C)c1 (stereo not drawn)	i	0.4	2.7	1.8	12.2	0.24	1512	-3.2	-4.2	i	17.4	-0.1%	1.6	693	-0.3	1528	i	62.8
Cc1ccc(N(CC(=O)NCc2ccc3c(c2)OCO3)S(C)(=O)=O)cc1	i	1.2	1.3	1.0	7.2	·	·	-1.1	5.9	i	8.1	0.0%	·	·	-4.7	1020	i	47.3
CCC(CC)NC(=O)c1cc(OC)c(OC)c(OC)c1	i	0.9	2.3	1.8	3.6	0.16	1093	-6.8	-20.2	i	0.3	0.2%	·	·	0.5	1150	i	3.6
O=C(COC(=O)c1nc(-c2ccccc2)n(-c2cccc(C(F)(F)F)c2)n1)NCc1cccs1	i	0.7	5.0	3.3	4.5	-0.04	1534	5.1	0.8	i	0.5	-0.1%	1.0	665	2.1	1077	i	36.8
CCn1c(SC)nnc1-c1nn(-c2ccccc2)ccc1=O	i	0.3	1.9	3.5	5.4	-1.31	1265	-0.6	-18.8	i	19.4	0.8%	-1.9	696	0.9	1093	i	38.1
